H1N1 NS1A inhibition: NS1A inhibition, H1N1 influenza, cell based functional assay (AID 504329); NS1A functional cell-based assay, percent inhibition; higher % means a stronger effect; inhibition, % at 12.5 µM, or IC50 in µM where a hit was titrated; hit rate 0.3% among 340,000; in the data active means a potency from the dose series; inconclusive means inhibition above about 27% without an active follow-up result; further: strong numbers were not always called active
tuberculosis growth: growth inhibition of non-replicating M. tuberculosis (AID 488890) | Mycobacterium tuberculosis non-replicating, growth inhibition; higher % means a stronger effect | inhibition, % at 25 µM, or IC50 in µM where a hit was titrated | hit rate 0.39% among 320,000; in the data active means a potency from the dose series; inconclusive means inhibition mostly from about 82% at the one dose, without a potency; inactive means the rest, 99 in 100 with inhibition below about 76%;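 further: plate controls were DMSO cells for no effect and high antibiotic wells for full effect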
PhoP GFP inhibition: Inhibition of PhoP regulon, Salmonella typhi GFP reporter cells, confirmation, 4 h (AID 1850); Salmonella Typhi PhoP-promoter GFP reporter, fluorescence, 4 h; higher % means a stronger effect; hit rate 0.33% among 310,000; inhibition, % at 50 µM; hits with a dose series show IC50 in µM; in the data active means a potency from the dose series; inconclusive means inhibition mostly from about 25% at the one dose, without a potency; inactive means the rest, 99 in 100 with inhibition below about 19%;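 further: 0% = induced wells with vehicle and 100% = uninduced wells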
H37Rv inhibition: M. tuberculosis growth inhibition, HTS (AID 449762); M. tuberculosis H37Rv growth inhibition, 7H9 media; higher % means a stronger effect; inhibition, % at 25 µM; hits with a dose series show IC50 in µM; hit rate 0.59% among 330,000; in the data active means a potency from the dose series; inconclusive means inhibition above about 70% without an active follow-up result;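 further: bacterial growth assessed after seven days of incubation; strong numbers were not always called active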
inhibitors of VEEV: inhibitors of VEEV TC-83 cytopathic effect, confirmation, Vero cells (AID 588727) | Vero cells, VEEV TC-83 cytopathic effect inhibition; higher % means a stronger effect | one-dose inhibition, % at 20 µM; IC50 in µM for titrated hits | hit rate 0.13% among 350,000; in the data active means a potency from the dose series; inconclusive means inhibition mostly from about 14% at the one dose, without a potency; inactive means the rest, 99 in 100 with inhibition below about 12%; further: strong numbers were not always called active
inhibitors of VEEV 10K pilot screen: also measured in inhibitors of VEEV; calls as there; inhibition, %; measured here: 10K pilot screen inhibition
Numbers without * were called inactive; i = inactive; ? = inconclusive; · = no result given.

Start of the listing, in advance:
SMILES | H1N1 NS1A inhibition | tuberculosis growth | PhoP GFP inhibition | H37Rv inhibition | inhibitors of VEEV | others
C=C(C)C(=O)N1CC2(CC(c3cccc(NC(=O)COc4ccc(Cl)cc4)c3)=NO2)C[C@@H]1C(N)=O (some centres undefined) | -4% | -3% | 21% | -3% | 0.5%
Cc1ccc(NC(=O)c2oc3ccccc3c2NC(=O)C2CC2)cc1 | -6% | 4% | -15% | 1% | 3.2%
O=C(CN1C(=O)NC2(CCCC2)C1=O)Nc1nc(-c2ccc(F)c(F)c2)cs1 | -9% | 13% | · | 2% | 6.4%

This part in full, repeating the preview:
SMILES | H1N1 NS1A inhibition | tuberculosis growth | PhoP GFP inhibition | H37Rv inhibition | inhibitors of VEEV | others
C=C(C)C(=O)N1CC2(CC(c3cccc(NC(=O)COc4ccc(Cl)cc4)c3)=NO2)C[C@@H]1C(N)=O (some centres undefined) | -4% | -3% | 21% | -3% | 0.5%
Cc1ccc(NC(=O)c2oc3ccccc3c2NC(=O)C2CC2)cc1 | -6% | 4% | -15% | 1% | 3.2%
O=C(CN1C(=O)NC2(CCCC2)C1=O)Nc1nc(-c2ccc(F)c(F)c2)cs1 | -9% | 13% | · | 2% | 6.4%
Cc1cc(NS(=O)(=O)c2ccc(NC(=O)COc3ccccc3[N+](=O)[O-])cc2)no1 | -10% | 34% | -9% | -3% | 5.6%
CC(C)c1ccc(NC(=O)c2ccc3c(c2)CCN3S(C)(=O)=O)cc1 | -6% | -3% | -1% | 6% | 6.1%
CCCN1C(=O)c2cc(C(=O)Nc3ccc(OC)c(OC)c3)ccc2C1Nc1ccc(OC)c(OC)c1 (centres undefined) | 10% | 2% | -6% | 1% | 0.3%
Cc1ccc(N(CC(=O)NCc2ccccn2)S(=O)(=O)c2ccccc2)cc1Cl | -4% | 6% | -1% | -6% | 7.6%
COCCn1nnnc1CN1CCC(O)(c2cccc(C(F)(F)F)c2)CC1 | -5% | 16% | -1% | -5% | i
O=C(Nc1ccc2nc[nH]c2c1)c1ccco1 | -3% | 2% | 9% | -9% | 0.8% | inhibitors of VEEV 10K pilot screen=0.5
COc1cc2c(cc1OC)C(c1ccccc1)CC2=O (centres undefined) | -1% | -4% | 2% | 14% | i

Sorted by molar mass (rising): 3 of the compounds above.
SMILES | H1N1 NS1A inhibition | tuberculosis growth | PhoP GFP inhibition | H37Rv inhibition | inhibitors of VEEV | others
Cc1ccc(NC(=O)c2oc3ccccc3c2NC(=O)C2CC2)cc1 | -6% | 4% | -15% | 1% | 3.2%
CC(C)c1ccc(NC(=O)c2ccc3c(c2)CCN3S(C)(=O)=O)cc1 | -6% | -3% | -1% | 6% | 6.1%
COCCn1nnnc1CN1CCC(O)(c2cccc(C(F)(F)F)c2)CC1 | -5% | 16% | -1% | -5% | i

Following part
SMILES | H1N1 NS1A inhibition | tuberculosis growth | PhoP GFP inhibition | H37Rv inhibition | inhibitors of VEEV | others
COCCN(C(=O)CSc1nnc(-c2cccs2)n1N)c1c(N)n(Cc2ccccc2)c(=O)[nH]c1=O | -6% | -16% | -9% | -6% | 0.2%
O=C(CCN1C(=O)c2ccccc2C1=O)NCc1ccncc1 | 2% | -1% | 1% | 3% | i
NC1=NC(=Nc2ccc(S(=O)(=O)N3CCOCC3)cc2)c2ccccc21 | 7% | 14% | 2% | 4% | 0.4%
COc1cc(NC(=O)c2ccccc2)c(OC)cc1NC(=O)CN1C(=O)N(C)C2(CCCCC2)C1=O | -3% | · | · | · | 9.4%
CCOc1cc(/C=N/Nc2nn3cnnc3c3ccccc23)ccc1O | 13% | -5% | 5% | 1% | 0.4%
COc1ccc(OC)c(S(=O)(=O)N(C)CC(=O)N2CCN(c3ccccc3)CC2)c1 | 12% | 2% | -2% | -7% | 4.2%
CSC(=Nc1cccc(C)c1)NC#N | 0% | -7% | -2% | 3% | 0.2%
NC(=O)CC1NC(=O)c2ccccc21 (centres undefined) | 4% | 3% | 7% | -15% | 0.0%
Cc1ccccc1NC(=O)C1CC(=O)N(c2ccc3c4c(cccc24)CC3)C1 (centres undefined) | 3% | -6% | -1% | -2% | 1.0%
O=C(CNC(=O)C1CCCCC1)Nc1ccc(F)c(Cl)c1 | -1% | 15% | -3% | 1% | 0.4%
FC(F)(F)c1cc(-c2cccs2)nc2ncnn12 | -2% | 10% | 2% | -1% | 2.2%
Cc1ccc(C)c(N2CC(C(=O)Nc3cc(C)on3)CC2=O)c1 (centres undefined) | -11% | -6% | -3% | 0% | 1.1%
COc1cccc(CN2CC(C(=O)N(C)Cc3ccnc4ccccc34)CCC2=O)c1 (centres undefined) | 0% | 0% | -5% | -1% | 1.8%
Cc1ccc(S(=O)(=O)CCC(=O)OCC(=O)NCc2ccccc2)cc1 | -4% | 4% | 7% | 4% | 1.7%
OCCC1CN(Cc2cnc(N3CCCC3)s2)CCN1C1CCCC1 (centres undefined) | -2% | 12% | 5% | 4% | 0.2%
COC(=O)[C@@H]1C[C@@]2(O)[C@H](O)[C@H](O)[C@H](O)C[C@H]2N1Cc1cc(OC)cc(OC)c1 | -1% | -5% | 3% | -14% | 0.9% | inhibitors of VEEV 10K pilot screen=0.5
CN1C(C)(C)CCCC1(C)C | 1% | -2% | 1% | 0% | 2.0%
Cc1ccccc1-n1c(=O)c(C#N)cc2c(=O)n3ccccc3nc21 | 7% | -9% | -14% | -10% | i
Cc1ccc(C(=O)OCC(=O)NCc2ccc3c(c2)OCO3)s1 | 13% | 8% | 2% | 2% | 0.3%
N#C/C(=C\C1CC2C=CC1C2)c1nc2ccccc2[nH]1 (centres undefined) | 4% | -1% | 0% | -3% | 1.1%
COC(=O)N/N=C/c1cccc([N+](=O)[O-])c1 | -5% | 5% | 1% | -4% | 1.2%
C=C(C)COc1ccc(-c2[nH]ncc2-c2ccc(OC)c(OC)c2)c(O)c1 | -13% | 27% | 4% | 3% | 8.4%
O=C(NCCS(=O)(=O)N1CCN(Cc2ccccc2)CC1)c1ccccc1 | -7% | -13% | 5% | -11% | 3.8%
N/C(Cn1nnc(-c2ccccc2)n1)=N\O | 4% | -8% | -13% | -1% | i
O=C(NCCSCc1ccco1)Nc1cccc(Cl)c1 | 3% | 74% | 13% | -5% | i
CCOC(=O)N1CCC(c2nc3ccccc3[nH]2)CC1 | 8% | 1% | 7% | 4% | 1.6%
Cc1cccc(OCCCC(=O)NC(C)c2ccccc2)c1 (centres undefined) | -8% | 25% | -7% | 9% | 2.6%
NC(=O)c1nn(-c2ccccc2)nc1N | 2% | 7% | -5% | -3% | 2.6%
O=P(Nc1ccccc1)(Nc1ccccc1)Oc1ccc(Cl)cc1 | 3% | -1% | -1% | -5% | 8.8%
Cc1cccc(-c2nc3ccccc3c(=O)n2NC(=O)c2cccs2)c1 | 18% | 7% | 0% | 16% | 1.5%
Cc1ccc(CN2CCN(/N=C/c3ccc(C(F)(F)F)cc3)CC2)cc1 | 4% | 46% | -2% | 6% | 0.6%
O=C(c1ccc(CS(=O)Cc2cccc(Cl)c2)o1)N1CCN(C2CCCCC2)CC1 (centres undefined) | 8% | 8% | 7% | -2% | 0.8%
CC(=O)Oc1cc2c(cc1Cl)C(c1cccs1)CC1(CC(C)(C)NC(=S)N1)O2 (centres undefined) | 4% | -6% | -5% | 1% | 0.9%
CCCC(C(=O)NC1CCCCC1)N(Cc1ccco1)C(=O)CNS(=O)(=O)c1ccccc1 (centres undefined) | -7% | 23% | 2% | 5% | 5.2%
CCOc1ccccc1N(CC(=O)Nc1ccccc1F)S(=O)(=O)c1ccccc1 | 0% | 18% | -3% | 4% | 2.8%
Cc1cccc(NC(=O)C(Cc2ccccc2)n2cccc2)c1 (centres undefined) | 1% | 48% | -18% | -3% | 1.7%
O=C(c1ccc(F)cc1)N1CCN(c2cnn(-c3ccccc3)c(=O)c2Cl)CC1 | 2% | -9% | -1% | -6% | 0.8%
CC(NCC(O)COc1ccc2ccccc2c1)c1ccccc1 (centres undefined) | 1% | 55% | 80µM* | 9% | i
CC(=O)Nc1ccc2c(c1)nc(CCN1CCN(C)CC1)n2C | -2% | -16% | -12% | -9% | 1.6%
COc1ccc(S(=O)(=O)N(CCc2ccccc2)CC(=O)O)cc1Cl | 4% | 3% | 4% | -1% | 0.1%

A section of the results above, for reference:
SMILES | H1N1 NS1A inhibition | tuberculosis growth | PhoP GFP inhibition | H37Rv inhibition | inhibitors of VEEV | others
O=C(c1ccc(CS(=O)Cc2cccc(Cl)c2)o1)N1CCN(C2CCCCC2)CC1 (centres undefined) | 8% | 8% | 7% | -2% | 0.8%
CC(=O)Oc1cc2c(cc1Cl)C(c1cccs1)CC1(CC(C)(C)NC(=S)N1)O2 (centres undefined) | 4% | -6% | -5% | 1% | 0.9%
CCCC(C(=O)NC1CCCCC1)N(Cc1ccco1)C(=O)CNS(=O)(=O)c1ccccc1 (centres undefined) | -7% | 23% | 2% | 5% | 5.2%
CCOc1ccccc1N(CC(=O)Nc1ccccc1F)S(=O)(=O)c1ccccc1 | 0% | 18% | -3% | 4% | 2.8%
Cc1cccc(NC(=O)C(Cc2ccccc2)n2cccc2)c1 (centres undefined) | 1% | 48% | -18% | -3% | 1.7%

(next part)
SMILES | H1N1 NS1A inhibition | tuberculosis growth | PhoP GFP inhibition | H37Rv inhibition | inhibitors of VEEV | others
COC(=O)c1ccc(NCN2C(=O)C3C4CCC(C4)C3C2=O)cc1 (centres undefined) | -13% | 16% | -3% | 49% | 0.8%
Cc1cc(Nc2cccc(O)c2)c2ccccc2n1 | · | 6% | 10% | -3% | ·
CC(=O)C1C(=O)c2c(cccc2[N+](=O)[O-])C1=Nc1cccc(Cl)c1 (centres undefined) | 19% | 0% | 3% | -6% | 2.6%
CCCCCCc1nc(C(N)=O)c2[nH]c(=O)n(-c3ccc(OC)cc3OC)c2n1 | -8% | 20% | -2% | 8% | 3.5%
c1ccc(COCC2CCNCC2)cc1 | 19% | -3% | -1% | 2% | i
O=C(COC(=O)/C=C/c1ccc(OC(F)F)cc1)NC(=O)NC1CCCCC1 | -20% | 17% | · | -2% | 1.5%
COc1cc2c(cc1NC(=O)COC(=O)C1CC(=O)N(Cc3ccco3)C1)oc1ccccc12 (centres undefined) | 14% | · | 5% | -9% | 0.3%
Cc1ccc2cc(CN(C(=O)c3ccco3)c3ccccc3C)c(=O)[nH]c2c1 | 10% | 16% | 3% | -10% | 11%
CC(C)(C)OC(=O)NCc1n[nH]c(=S)n1C1CC1 | -21% | -6% | -3% | -4% | i
CCOC(=O)CNC(=O)CNC(=O)c1ccc(OC(C)C)cc1 | · | -1% | 5% | -12% | i
Cn1ccs/c1=N\S(=O)(=O)c1ccc(Br)cc1 | 6% | -3% | 0% | -9% | 1.5%
CC(C)(C)C(=O)Nc1ccc(NC(=O)c2ccco2)nc1 | -4% | 2% | -6% | 1% | 0.6%
Cc1ccc(S(=O)(=O)N2CCN(C(=O)COC(=O)c3ccc([N+](=O)[O-])o3)CC2)c(C)c1 | -11% | ? | · | ? | 0.6%
CC(C)NS(=O)(=O)c1ccc(OCC(=O)Nc2ccccc2F)cc1 | -4% | -2% | -1% | -4% | i
O=C(Nc1ccccc1N1CCOCC1)c1ccc(F)c(S(=O)(=O)N2CCOCC2)c1 | 0% | -7% | · | -8% | 2.1%
CSc1nc(N2CCOCC2)c2c(c1C#N)CC(C(C)C)OC2 (centres undefined) | -9% | -20% | 9% | 1% | 1.9%
O=c1c2ccccc2nnn1-c1ccccc1 | 11% | · | · | · | 1.8%
Clc1ccc(Nc2ccc3ccccc3n2)cc1 | 0% | 22% | 1% | 58% | i
CCCCCCN1C=CC(=C/C=C(\C#N)C(=O)OCC)C=C1 | 20% | 29% | -13% | 40% | i
NC(=O)Cn1c2[n+](c3ccccc31)CC(O)CS2 (centres undefined) | 11% | 3% | 4% | -7% | 3.1%
CCC(Sc1nc2cc(OC)c(OC)cc2c(=O)n1CCc1ccc(S(N)(=O)=O)cc1)C(=O)NCCOC (centres undefined) | -4% | 5% | -5% | -5% | 8.8%
CC(C)C1(c2ccsc2)NC(=O)NC1=O (centres undefined) | -26% | · | · | · | 1.1%
NS(=O)(=O)c1ccc(CCNC(=O)c2ccc(Cl)nc2)cc1 | -13% | -17% | 5% | -2% | 0.3%
CC(C)(C)S(=O)(=O)c1ccc(S(=O)(=O)C(C)(C)C)s1 | · | 3% | -13% | -1% | ·
COC(=O)C1=C(c2ccc(C(C)=O)cc2)C[C@@H]2CC[C@H]1N2C(=O)NCCCOC(C)C | 13% | 6% | · | -3% | 1.1%
O=C(Nc1nccs1)c1cc(-c2ccncc2)nc2ccccc12 | 4% | 24% | 1% | 14% | 9.6%
Cc1cccc(-n2cnc3sc(C)c(C)c3c2=O)c1 | -13% | 1% | -2% | -4% | 2.6%
